D1 ag: agonists of human D1 dopamine receptor | HEK293 T-REx D1 cells, calcium flux, agonist mode | activation, % at 2 µM | 1% of 360,000 active | AID 504660; further: 0% is about no effect
Target sequence (P21728 whole entry, looked up): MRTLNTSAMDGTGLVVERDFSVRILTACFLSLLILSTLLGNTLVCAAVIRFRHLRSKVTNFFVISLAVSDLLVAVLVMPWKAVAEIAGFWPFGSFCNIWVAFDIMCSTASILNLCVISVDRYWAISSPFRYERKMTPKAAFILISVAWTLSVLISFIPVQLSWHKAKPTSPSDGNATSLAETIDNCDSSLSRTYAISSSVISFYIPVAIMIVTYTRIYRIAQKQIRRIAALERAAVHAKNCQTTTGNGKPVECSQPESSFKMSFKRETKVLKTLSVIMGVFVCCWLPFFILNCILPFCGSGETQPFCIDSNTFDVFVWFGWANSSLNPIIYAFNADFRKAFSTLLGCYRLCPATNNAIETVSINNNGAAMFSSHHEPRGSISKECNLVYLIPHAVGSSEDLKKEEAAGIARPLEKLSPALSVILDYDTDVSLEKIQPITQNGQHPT
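Agonism was scored from calcium flux recorded over 180 s (1 read/s) after pintool compound addition, following a 10-cycle baseline. Cells were inducible force-coupled HEK293 TREx D1, plated overnight at 30 C and loaded with no-wash calcium dye.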
D2 PAM: positively modulates the human D2 dopamine receptor allosterically; HEK293 T-REx D2, calcium flux, EC20 dopamine potentiation; 0.34% of 340,000 active; AID 485347; P14416; potentiation, % at 10 µM;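 active means potentiation over 3 SD above the plate norm, cut at about 30% in these data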; further: 0% is about no effect
Target sequence (P14416 whole entry, looked up): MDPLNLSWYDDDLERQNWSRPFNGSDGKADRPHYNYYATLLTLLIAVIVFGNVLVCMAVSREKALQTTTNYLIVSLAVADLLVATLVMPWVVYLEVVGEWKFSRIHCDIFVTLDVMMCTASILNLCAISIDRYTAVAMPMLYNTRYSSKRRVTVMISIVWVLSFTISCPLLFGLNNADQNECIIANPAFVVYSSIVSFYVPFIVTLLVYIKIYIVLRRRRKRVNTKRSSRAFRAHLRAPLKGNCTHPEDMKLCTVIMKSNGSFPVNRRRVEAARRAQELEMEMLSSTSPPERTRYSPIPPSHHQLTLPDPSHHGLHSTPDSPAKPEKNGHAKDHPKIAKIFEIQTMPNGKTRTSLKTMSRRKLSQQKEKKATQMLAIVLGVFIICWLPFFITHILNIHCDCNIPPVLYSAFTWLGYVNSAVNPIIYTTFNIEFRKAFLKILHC
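Potentiation of an EC20 dopamine calcium response is measured in a force-coupled, tetracycline-inducible Hek293 Trex D2 line. Compound-only kinetic reads over 180 s flag agonists before dopamine addition.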
D1 PAM: human D1 dopamine receptor positive modulation | P21728 | HEK293 TREx D1 cells, calcium flux, dopamine EC20 potentiation | 0.036% of 360,000 active | AID 504651 | potentiation, % at 10 µM; in the data active means potentiation above about 30%; further: 0% is about no effect
RXFP1 antagonist: blocks the human relaxin receptor RXFP1; Q9HBX9; HEK293-RXFP1, relaxin-stimulated cAMP HTRF, 30 min; active compounds read low; activity change, negative = inhibition, % at 57.5 µM; 0.59% of 350,000 active;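 active means activity change of -60% or lower, but not beyond a set lower limit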; further: on the % scale 0 is the no-effect control and ±100 the full control effect
D1 antag: blocks dopamine activation of the human D1 receptor | P21728 | HEK293 TREx D1 cells, calcium flux, dopamine EC80; active compounds read low | activity change, negative = inhibition, % at 10 µM | 3.2% of 360,000 active | AID 504652; in the data active means activity change below about -30%; further: on the % scale 0 is the no-effect control and ±100 the full control effect
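Tetracycline-induced HEK293 T-REx cells with force-coupled D1 receptor were loaded with a no-wash calcium dye. Compound was added after a 10 s baseline and read kinetically for 180 s; EC80 dopamine was then added and calcium flux followed another 180 s.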
TRHR ag: TRH receptor (human) agonism. P34981. activation, % at 2 µM. TRHR cells, calcium flux fluo-8, FDSS agonist mode. 0.18% of 360,000 active; further: 0% is about no effect
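Steps: seed TRHR cells overnight; add fluo-8 no-wash Ca dye, RT 30 min–1.5 h; record 10 s baseline; pin-transfer compounds; monitor fluorescence 1 cycle/s for the agonist window. Calcium increases flag candidate agonists.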
D2 antag: antagonizes the human D2 dopamine receptor. HEK293 TREx D2 cells, calcium flux, dopamine EC80. inhibition, % at 10 µM. 2% of 340,000 active; in the data active means inhibition above about 30%; further: 0% is about no effect
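Compounds are added to dye-loaded, induced HEK293 T-REx cells coupled to calcium release via D2; after a 3 min kinetic read an EC80 dopamine stimulus is given and fluorescence is recorded for 3 more min.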
D2 ag: activates the human D2 dopamine receptor. P14416. HEK293 T-REx D2 cells, calcium flux agonist mode. activation, % at 2 µM. 0.53% of 340,000 active;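 active means activation over 3 SD above normal in the single-dose calcium agonist read, cut at about 30% in these data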; further: 0% is about no effect
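Tetracycline-induced HEK293 Trex cells with D2 receptor force-coupled to calcium signaling, plated overnight at 30 C and loaded with no-wash calcium dye. Calcium flux read kinetically for 180 s after compound addition; responses flag agonists.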
TRHR enhancer: allosterically enhances the human TRH receptor | enhancement, % at 2 µM | 0.66% of 360,000 active | TRHR cells, fluo-8 calcium fluorescence, EC20 TRH enhancement | P34981; in the data active means enhancement above about 30%; further: 0% is about no effect
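TRHR-expressing cells loaded with fluo-8 calcium dye were read kinetically (ex 480/em 530) during compound addition, then stimulated with an EC20 of TRH (10 nM final). Enhancement of the Gq-mediated intracellular calcium response was scored.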
* marks the source's active call; other numbers are inactive results; & = joins results of further samples. Unless noted, no stated cut-off is given here; in the data, active means activation above about 30%; inactive means the rest.

For O=C(Nc1ccc2c(c1)C(=O)N(c1ccccc1)C2=O)C1CCCO1 (centres undefined) the results were D1 ag 1, D1 PAM -4, RXFP1 antagonist -6, D1 antag 1, TRHR ag 0.1 and TRHR enhancer -5.
`COc1cc2nc(SCc3ccc(Cl)cc3)n3nc(CCn4nc(C)cc4C)nc3c2cc1OC` gave D1 ag 2, D2 PAM 8, D1 PAM 2, D1 antag -7, TRHR ag -1.3, D2 ag 0.4 and TRHR enhancer 3.
COc1ccc2nc(N3C(=O)CC(C(C)c4ccccc4)C3=O)sc2c1 (centres undefined) was read as D1 ag 3, D2 PAM -1, D1 PAM -2, RXFP1 antagonist 10, D1 antag 21, TRHR ag -0.8, D2 antag 6, D2 ag -0.2 and TRHR enhancer -3.
Screening COc1cccc(NC(=O)c2nn(-c3ccc(OC)cc3OC)c(=O)c3ccccc23)c1 returned D1 ag 2, D1 PAM 1, RXFP1 antagonist -3, D1 antag 4, TRHR ag 0.6, D2 antag -6, D2 ag 1.1 and TRHR enhancer 6.
For CCOC(=O)COc1cnc2ccccc2n1 the results were D1 ag 1, D2 PAM 5, D1 PAM -2, RXFP1 antagonist -2, D1 antag -1, TRHR ag 1.2, D2 antag 6, D2 ag -0.3 and TRHR enhancer 5.
For CC(=O)c1cc(O)c2ccccc2c1O the results were D1 ag 2, D2 PAM 4, D1 PAM -2, RXFP1 antagonist 10, D1 antag 18, TRHR ag 1.4, D2 antag -3, D2 ag -0.8 and TRHR enhancer 15.
`COc1ccccc1OCCOc1ccc(C(=O)c2ccccc2)cc1` gave D1 ag 18, D2 PAM 15, D1 PAM -7, RXFP1 antagonist 1, D1 antag -12, TRHR ag 2.0, D2 antag -8, D2 ag 1.6 and TRHR enhancer -1.
For CC(=O)c1c(C)nn(C(=O)N2CCOCC2)c1C the results were D1 ag 3, D2 PAM 3, D1 PAM 7, RXFP1 antagonist 2, D1 antag 6, TRHR ag -0.3, D2 antag -36, D2 ag -1.1 and TRHR enhancer 3.
`Cc1ccc(Cl)cc1N1CCN(C(=O)c2c(C)oc3ncnc(N4CCOCC4)c23)CC1` gave D1 ag 4, D1 PAM 6, RXFP1 antagonist -6, D1 antag 9, TRHR ag 1.2, D2 ag 0.1 and TRHR enhancer 15.
`Cc1ccc(C(=O)Oc2ccccc2N2C(=O)C3C4CCC(C4)C3C2=O)cc1` (centres undefined) gave D1 ag 2, D2 PAM -2, D1 PAM -8, RXFP1 antagonist -6, D1 antag 6, TRHR ag 0.1, D2 antag -3, D2 ag -0.2 and TRHR enhancer 0.
Screening NC(=O)C(F)(F)C12OC3C4C5CC(C6C5C3C61)C42 (centres undefined) returned D1 ag 2, D2 PAM 4, D1 PAM -2, RXFP1 antagonist -4, D1 antag -3, TRHR ag 0.7, D2 antag 14, D2 ag -0.4 and TRHR enhancer 2.
`CCCCOc1cccc(C(=O)Nc2cccc(-c3nc4ncccc4o3)c2C)c1` gave D1 ag -1, D2 PAM -6, D1 PAM -1, RXFP1 antagonist -16, D1 antag 6, TRHR ag -1.6, D2 ag -2.2 and TRHR enhancer 43*.
`CSCc1c(C(=O)OCC(=O)NC2CCCCC2)oc2ccccc12` gave D1 ag 4, D2 PAM -15, D1 PAM -6, RXFP1 antagonist 4, D1 antag 16, TRHR ag 0.5, D2 antag -1, D2 ag 1.0 and TRHR enhancer -1.
For COc1cccc(CNS(=O)(=O)c2ccc3c(c2)CC(C)N3C(=O)C2CCC2)c1 (centres undefined) the results were D1 ag 12&8, D2 PAM 1&3, D1 PAM -8&0, RXFP1 antagonist 6&4, D1 antag -1&-11, TRHR ag -0.2&-0.4, D2 antag 11, D2 ag 1.1&-1.4 and TRHR enhancer -7&3.
Cc1cc(C)cc(Nc2sc(C(=O)c3ccccc3)c(N)c2S(=O)(=O)c2ccccc2)c1 was read as D1 ag 26, D2 PAM 9, D1 PAM -4, RXFP1 antagonist -25, D1 antag 10, TRHR ag 1.3, D2 ag 0.8 and TRHR enhancer -5.
Screening O=C(NC1CCN(Cc2ccccc2)CC1)c1c(Cl)cccc1Cl returned D1 ag 4, D2 PAM 4, D1 PAM -1, RXFP1 antagonist -2, D1 antag 6, TRHR ag 0.8, D2 antag -6, D2 ag 0.5 and TRHR enhancer -10.
For Cc1cc(C)n2nc(N)c(N=Nc3ccc(Cl)cc3)c2n1 the results were D1 ag 0, D2 PAM 6, D1 PAM -9, RXFP1 antagonist -22, D1 antag 3, TRHR ag -0.1, D2 antag -1, D2 ag -0.3 and TRHR enhancer 2.
`COc1ccc(S(=O)(=O)N2CCCC(C(=O)NCc3ccccn3)C2)cc1` (centres undefined) gave D1 ag 0, D2 PAM -9, D1 PAM -1, RXFP1 antagonist 1, D1 antag 7, TRHR ag -0.2, D2 antag 18, D2 ag -0.1 and TRHR enhancer -2.
For Cc1c(Cl)c(C(=O)Nc2nc3ccccc3n2CCN2CCCCC2)nn1C the results were D1 ag 3, D2 PAM 35*, D1 antag 19, TRHR ag -0.8, D2 antag -15, D2 ag -1.0 and TRHR enhancer 14.
For CSc1cccc(CN2CCN(Cc3ccc(F)c(F)c3)C(CCO)C2)c1 (centres undefined) the results were D1 ag 2, D2 PAM -25, D1 PAM -5, RXFP1 antagonist -9, D1 antag 2, TRHR ag 1.6, D2 antag 7, D2 ag 0.3 and TRHR enhancer 6.
For O=C(CSCc1ccc(Cl)cc1)Nc1cc([N+](=O)[O-])ccc1O the results were D1 ag 24, D2 PAM 6, D1 PAM -5, RXFP1 antagonist 5, D1 antag -24, TRHR ag 4.7, D2 antag 19, D2 ag 0.6 and TRHR enhancer -1.
For COC(=O)C1CCN(S(=O)(=O)c2cc3c4c(c2)CCN4C(=O)CC3)CC1 the results were D1 ag 1, D2 PAM -2, D1 PAM -4, RXFP1 antagonist -3, D1 antag 3, TRHR ag -0.1, D2 antag -10, D2 ag 1.1 and TRHR enhancer 8.
For O=C(OCCOc1cccc(Cl)c1)c1ccc(F)c(S(=O)(=O)N2CCOCC2)c1 the results were D1 ag 15, D2 PAM -12, D1 PAM -6, RXFP1 antagonist 4, D1 antag 12, TRHR ag 1.0, D2 antag 22, D2 ag 0.7 and TRHR enhancer -9.
Screening O=C(Nc1ccc(N2CCOCC2)cc1)c1cnsn1 returned D1 ag 0, D2 PAM 4, D1 PAM -4, RXFP1 antagonist -3, D1 antag -11, TRHR ag 0.7, D2 antag -1, D2 ag 0.6 and TRHR enhancer 9.
For Cc1ccc(CNC(=O)COCc2cc(-c3ccc4c(c3)OCO4)on2)cc1 the results were D1 ag 1, D2 PAM -2, D1 PAM -1, RXFP1 antagonist -20, D1 antag 2, TRHR ag -0.7, D2 ag -2.2 and TRHR enhancer 0.
Cc1ccc(SCCC(=O)OCC(=O)NCC2CCCCC2)cc1 was read as D1 ag 2, D2 PAM 13, D1 PAM -5, RXFP1 antagonist -34, D1 antag 1, TRHR ag -0.5, D2 antag 2, D2 ag 0.1 and TRHR enhancer -5.
For CC(=O)c1c(COC(=O)c2ccc(F)cc2)nc2ccccc2[n+]1[O-] the results were D1 ag 9, D2 PAM 9, D1 PAM -3, RXFP1 antagonist -24, D1 antag -5, TRHR ag 0.2, D2 antag 5, D2 ag 0.1 and TRHR enhancer 3.
For CCOC(=O)c1ccc(NC(=S)N2CCN(CCN=CC3=C(O)CC(C)(C)CC3=O)CC2)cc1 the results were D1 ag 0, D1 PAM 0, RXFP1 antagonist 4, D1 antag -22, TRHR ag 0.6 and TRHR enhancer 0.
O=C(COC(=O)c1ccc[nH]c1=O)NC1CCCCC1 was read as D1 ag 1, D2 PAM -9, D1 PAM -5, RXFP1 antagonist 0, D1 antag -26, TRHR ag -0.6, D2 antag -9, D2 ag -0.2 and TRHR enhancer 0.
Screening COC(=O)C1Cc2ccccc2CN1S(=O)(=O)c1ccc(C)cc1 (centres undefined) returned D1 ag 4, D2 PAM 7, D1 PAM 0, RXFP1 antagonist 2, D1 antag -17, TRHR ag 5.5, D2 antag -10, D2 ag 1.1 and TRHR enhancer -1.
For COc1ccc(C(=O)/C=C2/C(=O)Nc3ccccc32)cc1OC the results were D1 ag 3, D2 PAM 24, D1 PAM -7, RXFP1 antagonist -8, D1 antag 10, TRHR ag 1.0, D2 antag 5, D2 ag -1.0 and TRHR enhancer 6.
Screening CC1(C(=O)O)CCC(C(=O)Nc2ccc(S(N)(=O)=O)cc2)C1(C)C (centres undefined) returned D1 ag 2, D2 PAM 6, D1 PAM -1, RXFP1 antagonist -5, D1 antag 6, TRHR ag -0.1, D2 antag 12, D2 ag 0.8 and TRHR enhancer 14.
`CCCCOc1ccc(-c2csc(N)n2)cc1[N+](=O)[O-]` gave D1 ag 3, D2 PAM 9, D1 PAM -5, RXFP1 antagonist 17, D1 antag 0, TRHR ag -0.7, D2 antag 10, D2 ag -0.4 and TRHR enhancer -2.
`c1ccc2c(c1)ncn2CCCCOc1ccc2c(c1)CCC2` gave D1 ag 7, D2 PAM -1, D1 PAM 6, RXFP1 antagonist 0, D1 antag -12, TRHR ag -1.0, D2 antag -3, D2 ag 0.8 and TRHR enhancer 51*.
`Cc1ccc(C#N)c(SCc2ccccc2[N+](=O)[O-])n1` gave D1 ag 1, D1 PAM -6, RXFP1 antagonist 11, D1 antag -1, TRHR ag -2.3 and TRHR enhancer 4.
`CN1CCN(c2oc(-c3ccc(COc4ccc(Cl)cc4)o3)nc2C#N)CC1` gave D1 ag 11, D2 PAM -9, D1 PAM -1, RXFP1 antagonist -10, D1 antag -30*, TRHR ag 0.5, D2 ag 0.0 and TRHR enhancer 1.
For Cc1ccc(-c2cc(C(=O)O)n(-c3ccc(S(N)(=O)=O)cc3)n2)cc1 the results were D1 ag 2, D2 PAM -4, D1 PAM -1, RXFP1 antagonist -12, D1 antag 14, TRHR ag -1.3, D2 antag 3, D2 ag 0.3 and TRHR enhancer 1.
Screening C/C(=C\c1ccc2c(c1)OCO2)C1Nc2cccc3cccc(c23)N1 returned D1 ag -1, D2 PAM 3, D1 PAM 4, TRHR ag -0.2, D2 antag 4, D2 ag -0.6 and TRHR enhancer 0.
Screening CC1=C(C(=O)Nc2cccc(C)c2C)C2(CCCCC2)OC1=O returned D1 ag 0, D1 PAM -2, RXFP1 antagonist -3, D1 antag 5, TRHR ag -0.2, D2 ag 1.0 and TRHR enhancer 6.

4 compounds from above, ordered by molar mass, largest number first:
For CCOC(=O)c1ccc(NC(=S)N2CCN(CCN=CC3=C(O)CC(C)(C)CC3=O)CC2)cc1 the results were D1 ag 0, D1 PAM 0, RXFP1 antagonist 4, D1 antag -22, TRHR ag 0.6 and TRHR enhancer 0.
For Cc1ccc(-c2cc(C(=O)O)n(-c3ccc(S(N)(=O)=O)cc3)n2)cc1 the results were D1 ag 2, D2 PAM -4, D1 PAM -1, RXFP1 antagonist -12, D1 antag 14, TRHR ag -1.3, D2 antag 3, D2 ag 0.3 and TRHR enhancer 1.
Cc1ccc(SCCC(=O)OCC(=O)NCC2CCCCC2)cc1 was read as D1 ag 2, D2 PAM 13, D1 PAM -5, RXFP1 antagonist -34, D1 antag 1, TRHR ag -0.5, D2 antag 2, D2 ag 0.1 and TRHR enhancer -5.
For COc1ccc(C(=O)/C=C2/C(=O)Nc3ccccc32)cc1OC the results were D1 ag 3, D2 PAM 24, D1 PAM -7, RXFP1 antagonist -8, D1 antag 10, TRHR ag 1.0, D2 antag 5, D2 ag -1.0 and TRHR enhancer 6.

Bioassay records as filed in PubChem.
